Bioassay records (PubChem)
PLK1 PBD inh – blocks phosphopeptide binding to human PLK1 polo-box domain. Potency, µM, for the others: max response, negative = inhibition, hits mostly inhibitors. AID 720504. P53350. Plk1 PBD binding of FITC phosphopeptide, fluorescence polarization. hit rate 2.8% among 360,000; note: potency is the fitted concentration of half-maximal effect; series mostly up to about 57 µM; % is set by controls: 0 for no effect and ±100 for the full control effect; nearly all actives have a fitted effect of over 65% in size
EPAC1 ag – EPAC1 (human) agonism; Potency, µM (top dose mostly 154 µM), for the others: at the highest dose activation, most hits filed as activators; AID 720707; O95398; EPAC1 agonist qHTS, biochemical assay; response scale: 100% = response to 6.5 mM cAMP; hit rate 0.073% among 360,000; note: potency is the fitted concentration of half-maximal effect; nearly all actives have a fitted effect of over 60% in size
Target sequence (O95398 whole entry, looked up): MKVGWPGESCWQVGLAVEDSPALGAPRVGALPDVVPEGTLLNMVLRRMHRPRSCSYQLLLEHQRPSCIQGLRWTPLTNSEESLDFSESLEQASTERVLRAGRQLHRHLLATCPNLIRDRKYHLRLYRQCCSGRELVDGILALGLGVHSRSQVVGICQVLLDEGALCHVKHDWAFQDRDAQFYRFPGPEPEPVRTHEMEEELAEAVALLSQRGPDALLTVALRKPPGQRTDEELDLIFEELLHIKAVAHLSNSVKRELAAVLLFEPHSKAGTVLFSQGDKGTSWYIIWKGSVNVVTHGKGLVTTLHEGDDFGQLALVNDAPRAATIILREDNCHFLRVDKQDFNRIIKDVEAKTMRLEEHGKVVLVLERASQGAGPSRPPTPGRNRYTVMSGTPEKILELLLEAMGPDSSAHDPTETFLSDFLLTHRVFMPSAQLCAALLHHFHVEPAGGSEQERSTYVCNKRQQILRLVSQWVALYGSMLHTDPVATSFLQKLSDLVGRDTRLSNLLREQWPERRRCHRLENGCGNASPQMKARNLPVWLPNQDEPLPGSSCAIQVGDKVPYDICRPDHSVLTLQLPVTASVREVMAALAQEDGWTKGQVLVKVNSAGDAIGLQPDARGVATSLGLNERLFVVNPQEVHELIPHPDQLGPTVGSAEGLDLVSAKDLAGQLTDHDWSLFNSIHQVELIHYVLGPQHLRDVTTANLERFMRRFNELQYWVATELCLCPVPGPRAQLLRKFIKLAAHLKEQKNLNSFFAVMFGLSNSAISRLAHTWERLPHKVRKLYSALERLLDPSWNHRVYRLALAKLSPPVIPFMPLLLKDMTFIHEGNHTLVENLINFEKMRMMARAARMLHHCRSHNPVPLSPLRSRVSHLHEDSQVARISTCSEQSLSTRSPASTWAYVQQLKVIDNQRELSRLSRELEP
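Multi-concentration qHTS readout: loss of Rap1B-bound BODIPY-GDP fluorescence driven by 100 nM EPAC1 with excess GDP (50 uM), monitored kinetically at room temperature; agonist response expressed relative to 6.5 mM cAMP.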
PTHR1 ag – activates the human parathyroid hormone receptor PTHR1 | Potency, µM (titrated, usually from 115 µM), without a hit: top-dose activation, usual class: activators | Q03431 | HEK293 GP2 PTHR1 cells, GloSensor cAMP luminescence, 1 h | AID 743266 | hit rate 0.075% among 410,000; note: potency is the fitted concentration of half-maximal effect; nearly all actives have a fitted effect of over 55% in size; some results filed as inactive show a strong effect at the top dose; inactives centre near -15; many of its hits are not listed in these tables
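HEK-293-derived GP2 cells expressing PTHR1 and a GloSensor cAMP reporter, 3,000/well, plated overnight, given luciferin plus IBMX (each 0.5 mM as added) for 1 h at 37 °C, then compound for 1 h at 37 °C. Luminescence was read after 15 min at room temperature.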
IL-2 act – IL-2 activation; IL-2 activation reporter assay, cell-based qHTS; stimulated with anti-CD3/CD4/CD28 beads; in transgenic mouse T cells; activation, % (series mostly up to about 46 µM); hit rate 0.065% among 360,000; in the data active = activation above about 50%; inconclusive = mostly about 30% to 49%; note: 0% is about no effect
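EGFP and DsRed fluorescence is measured by plate cytometry in unstimulated transgenic mouse T cells exposed to compound for 60 minutes, then stimulated 18 hours at 37 degrees C with anti-CD3/anti-CD4 beads plus anti-CD28.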
GLP-1R agonist – activates the human GLP-1 receptor; hit rate 0.007% among 380,000; Potency, µM (highest dose often 45.6 µM), without a hit: at the highest dose activation, usual class: activators; HEK293 GLP-1R CRE-luciferase, luminescence, 4-6 h; cells express a hypersensitive GLP-1R form; P43220; note: potency is the fitted concentration of half-maximal effect; % of control where 0% means no effect
EPAC1 antag – antagonists of human EPAC1 | O95398 | EPAC1 GEF assay, Rap1b-BODIPY-GDP exchange fluorescence | Potency, µM (highest dose often 115 µM), without a hit: at the highest dose activity change, negative = inhibition, hits mostly inhibitors | hit rate 0.14% among 360,000 | AID 720709;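 note: potency is the fitted concentration of half-maximal effect; plate controls were vehicle for no effect and positive control for full effect; nearly all actives have a fitted effect of over 50% in size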
PI5P4Ka inh – PI5P4K alpha (human) kinase inhibition | P48426 | PI5P4Kalpha enzyme, ADP-Glo luminescence, 60 min; hits give low values | max response, % | hit rate 1.2% among 330,000 | AID 652105; active = max response of -50% or lower; inconclusive = between -30% and -50%; inactive = -30% or higher; note: value at the top dose of about 77 µM; % is set by controls: 0 for no effect and ±100 for the full control effect
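Compounds were pin-transferred onto PI5P4Kalpha and substrate in HEPES pH 7.4 buffer with EGTA, CHAPS and 5% DMSO. ATP (5 microM final) started the reaction, which ran 60 minutes at room temperature before ADP-Glo detection.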
GLP1R cytotox – cytotoxicity counter-screen for GLP-1 receptor inverse agonists. HEK293 cAMP-luciferase reporter cells, luminescence, 24 h. Potency, µM (highest dose often 38.3 µM), inactives show at the highest dose activity change, negative = inhibition, actives largely listed as inhibitors. hit rate 0.13% among 410,000. AID 624418;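 note: loss of luciferase light is scored as toxicity; potency is the fitted concentration of half-maximal effect; % is set by controls: 0 for no effect and ±100 for the full control effect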
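Compound-treated cells are incubated 24 hr at 37 deg C under 5% CO2 after a 12 hour attachment period, then luciferase detection reagent is added and luminescence is measured following 12 min at room temperature; lowered signal indicates toxicity.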
GLP1R inv ag – inverse agonists of human GLP-1 receptor. P43220. HEK293 GLP-1R CRE-luciferase, luminescence, 24 h; GLP-1R form is constitutively active. Potency, µM (highest dose often 38.3 µM), for the others: at the highest dose activity change, negative = inhibition, hits mostly inhibitors. hit rate 1.6% among 410,000. AID 624417; note: potency is the fitted concentration of half-maximal effect; % is set by controls: 0 for no effect and ±100 for the full control effect; nearly all actives have a fitted effect of over 55% in size
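GLP-1R inverse agonism mode: basal reporter luminescence in engineered HEK293 cells measured after one day of compound exposure at 37 deg C, with a 12 min room-temperature detection step.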
* = called active by the depositor; i = inactive; ? = inconclusive; nt = not tested or not shown; & = joins results of further samples; [ ] = dose if it differs, or a comment. Unless noted, calls come from the whole dose curve; as a rule, active = well fitted curve in the direction sought with a large enough effect; inconclusive = small, poorly fitted or top-dose-only effect, or another doubt; inactive = no such curve, though single readings can be large; an effect the other way counts as inactive or inconclusive. Not all compounds are listed (hit frequency here may not be typical).

SMILES	PLK1 PBD inh	EPAC1 ag	PTHR1 ag	IL-2 act	GLP-1R agonist	EPAC1 antag	PI5P4Ka inh	GLP1R cytotox	GLP1R inv ag
COc1ccc(-c2ccnc3nc(N4CCN(c5ccccc5)CC4)nn23)cc1	0%	4%	i	2.2	-2%	-23%	nt	4%	0%
COc1ccc(N2CCN(C(=O)c3ccc(CS(=O)(=O)c4ccccc4C)o3)CC2)cc1	4%	-8%	-37%[inhibitor]	-3.0	2%	10%	-4	-13%	-24%
CC(=O)c1c(O)c(C)c(O)c2c1OC1=Cc3c(c(C)nn3-c3ccccc3)C(=O)C12C (stereo not given)	3%	-8%	i	-1.4	1%	-3%	0	2%	-17%
CC(C)Cn1c(N)c(C(=O)CSc2nnnn2-c2ccc(Cl)cc2)c(=O)n(C)c1=O	-14%	-10%	i	-0.6	-3%	-27%	1	0%	-12%
CC(C)(C)C(=O)C(Oc1cccc2nonc12)n1cncn1 (stereo not given)	-10%	8%	-5%[57.5 µM]	-0.3	-1%	2%	nt	-5%	4%
CCC(CC)C(=O)c1c[nH]c(C(=O)NCc2cccs2)c1	1%	-3%	-6%	-4.1	9%	4%	-1	4%	16%
O=C(NCc1ccc2c(c1)OCO2)c1ccc(COc2cccc(Cl)c2)o1	-3%	5%	-22%	-0.2	1%	-11%	-2	6%	?
CCOc1ccc(NC(=O)CCCOc2cc(=O)n(C)c3ccccc23)cc1	-6%	8%	-70%[inhibitor]	3.3	-4%	-10%	0	0%&3%	-6%&4%
CN(CCCC(=O)Nc1nccs1)S(=O)(=O)c1ccc(Cl)cc1	-4%	-2%	-19%	-1.5	6%	4%	1	15%	-14%
CC(C)=CC(=O)NCc1c(Cl)cccc1-n1cccc1	-5%	4%	i	-2.4	3%	4%	nt	-2%	-8%
Cc1ccc(Cl)cc1N1CCN(c2ncnc3onc(C)c23)CC1	nt	nt	-39%[inhibitor]	nt	-5%	nt	nt	1%	10%
COCCC(=O)N1CCCC(C(=O)c2ccc(Oc3ccccc3)cc2)C1 (stereo not given)	-5%	-5%	-28%	-3.6	13%	-2%	-5	1%	?
O=C(Nc1ccc(C(=O)O)cc1)/C(=C\c1ccc2c(c1)OCO2)NC(=O)c1ccccc1Cl	-2%	14%	-26%	-1.6	3%	-2%	1	-10%	-3%
CC(=O)N(CCc1ccccc1C)Cc1cc2cc(C)ccc2[nH]c1=O	0%	13%	-8%	1.7	-4%	-18%	0	-21%	1%
CCOC(=O)C1CC(=O)c2ccccc2C1c1ccccc1 (stereo not given)	-13%	3%	i	0.1	17%	-10%	-5	16%	?
COc1ccc(CN2CCC2(C)C(=O)Nc2cnc3ccccc3c2)c2ccccc12 (stereo not given)	-1%	-2%	i	-0.5	-3%	-8%	2	-3%	?
CCCCNC(=S)NNC(=O)c1c(C)nc2ccccn12	-15%	3%	i	-2.7	8%	-7%	-2	-6%	18%
Cc1cc(C(=O)N2CCCc3ccccc32)ccc1[N+](=O)[O-]	-9%	-1%	-26%	0.8	16%	-16%	-3	-8%	?
COc1cccc(N2CCc3c(C)nc4ccc(Cl)cc4c32)c1	-3%	-3%	-41%[inhibitor]	-4.7	14%	-4%	-3	?	?
COc1ccc2[nH]c(=O)c(NC(N)=S)nc2c1	-7%	-2%	i	3.0	2%	8%	nt	-22%	6%

2 neighbouring entries from above:
SMILES	PLK1 PBD inh	EPAC1 ag	PTHR1 ag	IL-2 act	GLP-1R agonist	EPAC1 antag	PI5P4Ka inh	GLP1R cytotox	GLP1R inv ag
COc1cccc(N2CCc3c(C)nc4ccc(Cl)cc4c32)c1	-3%	-3%	-41%[inhibitor]	-4.7	14%	-4%	-3	?	?
COc1ccc2[nH]c(=O)c(NC(N)=S)nc2c1	-7%	-2%	i	3.0	2%	8%	nt	-22%	6%

(listing goes on)
SMILES	PLK1 PBD inh	EPAC1 ag	PTHR1 ag	IL-2 act	GLP-1R agonist	EPAC1 antag	PI5P4Ka inh	GLP1R cytotox	GLP1R inv ag
C1CCCN(CCCCN2CCCCCC2)CC1	4%	4%	i	0.2	-7%	11%	16	-17%	9%
C#CCn1c(=NC(=O)c2ccc(Br)s2)sc2cc(NC(C)=O)ccc21	-1%	7%	-21%	-0.1	-11%	-6%	8	-9%	4%
Cc1ccc(C)c(OCCC(=O)OC(C)C(=O)Nc2c(C)n(C)n(-c3ccccc3)c2=O)c1 (stereo not given)	-1%	-1%	i	-1.1	7%	9%	1	-4%	-17%
COC(=O)C1=C(N)Oc2cc(C)n(CC3CCCO3)c(=O)c2C1c1ccccc1 (stereo not given)	3%	-7%	i	-0.1	-9%	3%	-3	-3%	4%
Cc1[nH]c(=O)[nH]c(=O)c1S(=O)(=O)N1CCCC(C(=O)NCc2ccc3c(c2)OCO3)C1 (stereo not given)	-3%	-5%	i	-0.6	1%	11%	-8	-5%	-3%
O=C(NNc1cc(N2CCOCC2)nc(N2CCOCC2)n1)c1ccc(Cl)cc1Cl	6%	-1%	i	-0.5	-9%	18%	1	-1%[1.53 µM]	1%
CCOCCCN(CC(=O)NC1CCCC1)C(=O)C(=O)Nc1ccc2c(c1)OCCO2	-1%	1%	i	-0.8	7%	-5%	5	3%	-2%
CCOC(=O)N1CCN(C(=O)CCn2c(=S)[nH]c3ccccc3c2=O)CC1	2%	-1%	i	-0.8	10%	-8%	0	8%	-2%
COc1ccc(OC)c(-c2csc(NC(=O)CSc3ccc([N+](=O)[O-])cc3)n2)c1	?	11%	-34%[inhibitor]	-5.9	7%	-12%	-16	2%	?
CN(CC(=O)Nc1ccc(Cl)c(C(F)(F)F)c1)Cc1cc(=O)n2ccsc2n1	-4%	0%	i	0.3	19%	-3%	6	16%	104%[activator]
COc1ccc(C(O)c2nc(-c3cccc(C(F)(F)F)c3)cs2)cc1 (stereo not given)	-1%	-9%	0%	0.0	3%	-17%	1	0%	?
CC1Cc2ccccc2N1C(=O)COC(=O)/C=C/c1cccc(F)c1 (stereo not given)	-3%	13%	-28%	0.6	4%	12%	0	3%	?
COc1ccc(Oc2ncnc3c2oc2ccc(Br)cc23)cc1	-6%	-1%	i	2.4	-6%	-2%	-3	-8%	-2%
COc1cc(CC(NC(C)=O)C(=O)NC2CCN(c3c(Cc4ccccc4)c(C)nc4ncnn34)CC2)cc(OC)c1 (stereo not given)	2%	7%	i	0.6	1%	13%	1	6%[1.53 µM]	11%
COc1ccc(S(=O)(=O)Nc2cc(OC)c(NC(=O)c3ccco3)cc2OC)cc1	-6%	11%	i	-2.1	9%	1%	nt	1%	63%[activator]
COC(=O)c1cncc(C)c1	-2%	-7%	11%	-3.0	-7%	5%	12	-2%	16%
CCOC(=O)Cn1c(COc2ccccc2OC)[n+](C)c2ccccc21	0%	-7%	-18%	0.4	0%	-15%	0	8%	25%
C#CCOC(=O)CCCNc1ccc([N+](=O)[O-])cc1[N+](=O)[O-]	-3%	3%	12%[57.5 µM]	-1.5	7%	-13%	nt	-15%	3%
O=C(CCn1c(=O)c2sccc2n(CC(=O)NCc2ccco2)c1=O)NCc1ccccc1	-9%	9%	i	-2.9	2%	20%	nt	-6%	2%
CNCCOc1ccc(Cl)c(Cl)c1	-17%	-3%	?	-0.7	2%	-19%	4	4%	?
Cc1ccc(C)c(OCCC(=O)OCC(=O)NC(=O)NC2CCCC2)c1	1%	9%	-14%	-7.0	-3%	-1%	14	2%	-17%
CCOc1ccc(N(CC(=O)NCC2CCCO2)S(=O)(=O)c2ccc(Cl)cc2)cc1 (stereo not given)	-8%	12%	i	-2.9	6%	-3%	0	6%	-9%
NC(=O)NN=C1CCC(OCc2ccccc2)CC1CC(=O)O (stereo not given)	-5%	4%	10%	0.1	-4%	-19%	4	-4%	3%
CN(Cc1cccs1)C(=O)Cc1csc(-c2ccccc2)n1	-8%	4%	-13%	-0.7	24%	-24%	4	1%	-15%
CCCCCCC1CC(=CN(C)C)C(=O)O1 (stereo not given)	-1%	-16%	-1%	0.2	10%	-2%	-5	-15%	?
C/C(Cl)=C\Cn1c(Nc2ccccc2)nc2c1c(=O)n(C)c(=O)n2C	1%	8%	i	0.4	?	2%	-5	6%	-1%
Oc1ccc(N=Nc2n[nH]c(-c3ccc(Cl)cc3)n2)cc1	-6%	1%	-32%[inhibitor]	-0.7	-1%	-21%	-11	?	?
CC(C)CC1NC(=S)N(Cc2ccccc2)C1=O (stereo not given)	-6%	-5%	-51%[inhibitor]	-2.3	-2%	-8%	5	-22%	2.8µM*
Cc1nn(C)c(Cl)c1C(N)=O	5%	-2%	i	-0.4	12%	6%	5	-5%	22%
CN(C)/C=C/C(=O)/C=C/c1cn(-c2ncc(C(F)(F)F)cc2Cl)c2ccccc12	8%	-21%	-8%	1.4	-16%	-11%	?	-13%	?
Cc1cc(NC(=O)c2ccc(Cl)c(S(=O)(=O)N3CCOCC3)c2)no1	-10%	14%	-6%	-0.8	6%	-13%	0	0%	11%
COc1ccc(NC(=S)N(CCN(C)C)C(C)c2ccco2)cc1 (stereo not given)	-5%	2%	-4%	-0.2	-10%	9%	-2	2%	-16%
CCC(C)CN1C(=O)CSCC1(C)C(=O)NCc1ccccc1 (stereo not given)	-12%	11%	-20%	-0.9	nt	-5%	-3	5%	2%
COc1ccc(NS(=O)(=O)c2ccc3c(c2)N(C(C)=O)CC(C)S3)c(OC)c1 (stereo not given)	-13%	-2%	-92%[inhibitor]	-5.4	-3%	-18%	0	-10%	-9%
Cn1ncc2c(c(SCc3ccc(Cl)cc3Cl)nn2C)c1=O	12µM*	0%	-6%	-0.7	4%	-20%	?	0%	1%
O=S(=O)(CCc1ccccc1)/N=C/c1cccs1	-20%	4%	i	-0.1	2%	-7%	-1	10%	1%
O=c1c2ccccc2c(/C=N/NS(=O)(=O)c2ccccc2)c(O)n1-c1ccccn1	11%	25%	23%	-2.4	3%	-11%	-24	106%[activator]	-4%

PLK1 PBD inh: entries above that show a hit
SMILES | PLK1 PBD inh | EPAC1 ag | PTHR1 ag | IL-2 act | GLP-1R agonist | EPAC1 antag | PI5P4Ka inh | GLP1R inv ag
Cn1ncc2c(c(SCc3ccc(Cl)cc3Cl)nn2C)c1=O | 12µM* | 0% | -6% | -0.7 | 4% | -20% | ? | 1%
